Screening results as filed in PubChem BioAssay.
NCI-60 one-dose screen, 48 h, at 10 µM unless noted. Numbers give growth in % (100 = growth as untreated, 0 = no growth, -100 = all killed).
UO-31 – UO-31 renal cancer; 81,000 tested, 5.2% active
RXF 393 – RXF 393 renal cancer cells. AID 1794773. 77,000 tested, 6.9% active
ACHN – ACHN renal cancer; 81,000 tested, 4.9% active
CAKI-1 – CAKI-1 renal cancer; 75,000 tested, 4.7% active
NCI-H460 – NCI-H460 lung cancer; 82,000 tested, 6.8% active; AID 1794736
786-0 – 786-0 renal cancer cells; 81,000 tested, 5.1% active; AID 1794775
TK-10 – TK-10 renal cancer cells. 81,000 tested, 3.9% active. AID 1794769
NCI-H322M – NCI-H322M lung cancer | 80,000 tested, 2.7% active | AID 1794733
NCI-H522 – NCI-H522 lung cancer; AID 1794739; 78,000 tested, 8% active
An asterisk follows results filed as active; / = not tested or not shown; & = joins results of further samples; [ ] = another dose, or the depositor's remark. Rule for the calls: active = growth percent below 10; inactive = the rest. Random draw from the library; about 11% have a hit in one of these screens.

mol	NCI-H322M	786-0	UO-31	RXF 393	ACHN	TK-10	NCI-H522	NCI-H460	CAKI-1
CC(=O)N(CCCCCCN(C(C)=O)C(C)=O)C(C)=O	108[100 µM]	96[100 µM]	98[100 µM]	112[100 µM]	104[100 µM]	116[100 µM]	102[100 µM]	109[100 µM]	99[100 µM]
COc1cc(/C=C/C(=O)c2c(C)oc3nc[nH]c(=O)c23)cc(OC)c1OC	86	94	63	66	75	151	48	84	73
O=C1NC(=S)S/C1=C\c1cccc([N+](=O)[O-])c1	132	92	65	153	89	107	107	104	87
O=C(/C=C/c1cccc([N+](=O)[O-])c1)c1ccccc1	86	99	79	108	101	99	88	99	/
N#Cc1c(Cl)nc(SCC(=O)N2CCN(c3cc4c(cc3F)c(=O)c(C(=O)O)cn4C3CC3)CC2)nc1-c1cccc(Cl)c1	103	96	75	102	100	114	93	104	91
Clc1ccc(C(c2ccccc2)C(Cl)Cl)cc1 (stereo not drawn)	111	97	92	96	100	94	87	110	91
O=[N+]([O-])c1cc(Br)ccc1NS(=O)(=O)c1ccccc1	110&99	93&105	83&73	114&117	95&105	115&98	96&92	102&96	106&93
Nc1nc(Nc2ccccc2SSc2ccccc2Nc2nc(N)nc(-c3ccc(I)cc3)n2)nc(-c2ccc(I)cc2)n1	81	87	-92*	88	19	104	/	55	60
Nc1nc(SC/C=C/CCl)c2ncn(C/C=C/CCl)c2n1	118&96	97&110	91&93	102&94	89&113	103&108	20&77	27&100	76
CC(=O)NCCCOc1ccc([N+](=O)[O-])cc1Cl	108	98	87	117	100	105	103	105	105
COc1ccccc1NC(=S)N/C=C(\C#N)S(=O)(=O)c1ccc(C)cc1	112	99	90	100	101	109	82	101	96
O=c1n(Cc2nc(-c3ccc(Cl)cc3)n[nH]2)cnn1-c1ccccc1	107	84	99	111	108	88	63	103	101
CCOC(=O)c1ccccc1NC(=O)CCN(CC)CC	102	102	90	99	109	95	96	108	/
O=c1[nH]c(CNc2ccc(NCc3c(-c4ccccc4)no[n+]3[O-])cc2)nc2c1cnn2-c1ccccc1	80	86	56	98	70	102	61	64	55
COc1ccc(-c2nc(SCC(=O)Nc3nc4ccc(C)cc4s3)[nH]c(=O)c2C#N)cc1OC	101	105	61	113	96	164	105	100	75
NNc1nncn2c1cc1ccccc12	60	102	83	/	97	132	98	107	79
COc1cc(-c2nc(SC(C)C)nc(Nc3ccc(C)cc3)c2C#N)cc(OC)c1OC	103	115	86	113	104	131	/	102	89
O=c1[nH]nc(-c2ccc(Cl)c(Cl)c2)cc1Cc1ccccc1	100	95	91	107	101	104	95	107	88
S=C(N/N=C\c1ccc(Cl)cc1Cl)N/N=C/c1ccc(Cl)cc1Cl	99	115	59	129	104	109	95	106	96
COc1ccc(-c2nnc(-c3nc(-c4cc(OC)c(OC)c(OC)c4)n4ccccc34)o2)cc1	62	47	19	92	59	83	44	46	53
O=C(CSc1nc2ccccc2c(=O)n1-c1ccc(S(=O)(=O)Nc2ccc(Cl)nn2)cc1)NCCc1ccccc1	100	84	71	100	98	116	78	98	84
Cc1cc(C)n(Cc2nnc(SCC(=O)Nc3ccc(S(N)(=O)=O)cc3)n2-c2ccc([N+](=O)[O-])cc2)n1	102	103	70	66	98	107	98	97	87
Cc1nn(-c2ccc([N+](=O)[O-])cc2)c2ncnc(N/N=C/c3cccc(O)c3)c12	69	80	53	75	67	91	48	61	48
COc1cc2c(cc1OC)C(c1c(Cl)cccc1Cl)=NCC2	79	81	76	91	79	94	/	32	50
SCCCCCCCCCCS	99	102	84	104	110	112	105	111	121
CC(=O)N(c1ccccc1C)c1ccccc1C	105	102	94	111	109	113	102	118	105
N#Cc1nc(-c2ccccc2)oc1N1CCC(S(=O)(=O)N2CCCCC2)CC1	93	102	87	104	99	105	91	99	96
CCN(CC)Cc1nc2nc(Cl)c(Cl)nc2[nH]1	111	98	95	103	107	108	102	118	94
CCCCN(CCCC)C(=N)c1ccccc1Cl	104	93	90	96	94	97	/	100	96
O=[N+]([O-])c1ccc(N=Nc2ccc(O)cc2O)cc1	85	51	58	21	56	78	20	66	56
CCCCCC(=O)OCc1ccccc1	102	97	83	105	98	100	86	109	97
CCOC(=O)c1c(NC(=O)NCc2ccccc2)sc2c1CCCC2	99	96	84	99	104	98	84	100	87
O=C(O)CC1(C(=O)O)CC2C=CC1C2 (stereo not drawn)	105	106	97	93	112	99	79	105	101
CCn1c(=O)c(C(=O)NCCCO)c(O)c2ccccc21	134	106	87	-25*	102	180	101	111	116
CCN(CCO)c1ccc(N=Nc2ccc([N+](=O)[O-])cc2)cc1	94	107	98	107	93	/	93	102	92
COc1ccc(N2C(=O)C3c4[nH]c5ccc(OCc6ccccc6)cc5c4C4CCC(C(C)C)CC4C3C2=O)cc1 (stereo not drawn)	102	98	92	102	3.4*	116	35	103	94
CCCn1c(O)c(N=NC(=O)c2ccc(S(N)(=O)=O)cc2)c2ccccc21	104	102	85	100	101	110	95	104	90
Cc1ccc(Cn2c(-c3cccs3)nc3ccccc32)cc1	92	99	59	92	86	90	85	88	86
C=C(C)[C@@H]1CC[C@]2(C(=O)OC)CC[C@]3(C)[C@H](CC[C@@H]4[C@@](C)(CCc5nn[nH]n5)[C@H](C(=C)C)CC[C@]43C)[C@@H]12	9.7*[100 µM]	-8.7*[100 µM]	-88*[100 µM]	-78*[100 µM]	3.8*[100 µM]	8.1*[100 µM]	-25*[100 µM]	-59*[100 µM]	-17*[100 µM]
C[N+]1(C)Cc2ccccc2C1	120	106	94	101	106	94	86	103	92
Nc1cc(Nc2ccccc2)nc(N)n1	101	98	88	92	96	100	84	117	93
CCOC(=O)c1c(Nc2ccccc2)nn2c(-c3ccc(OC)cc3)c(C#N)cnc12	87	102	73	103	99	/	96	98	98
O=C(Nc1ccccc1O)c1ccc(Oc2cccc(C(=O)Nc3ccccc3O)c2)cc1	26	3.8*	5.3*	27	16	28	-16*	1.6*	0.0*
O=C(CCCCCCNC(=O)C(O)(O)C(F)(F)F)Nc1ccc(Br)cc1	27	25	-2.1*	-38*	-16*	-2.6*	-37*	12	-14*
CN1CCN(c2ccc(Nc3nc(NCCCNC(=O)c4ccc(F)cc4)c4sccc4n3)cc2)CC1	80	-4.9*	72	11	37	119	88	63	70
O=S(=O)(c1ccc(O)c(Cl)c1)c1ccc(O)c(Cl)c1	99	110	88	111	105	88	88	105	94
COc1ccc2c(C3(c4c[nH]c5cc(OC)ccc45)C(=O)Nc4ccccc43)c[nH]c2c1	90	104	66	97	92	136	120	92	93
O=C1NC(c2ccc(F)cc2)N=C2C(c3ccccc3)=NOC12 (stereo not drawn)	109	97	97	105	107	106	92	112	/
COC(=O)c1ccoc1	93	104	111	115	103	93	97	101	93
CCOC(=O)C1=C(c2ccccc2)N=C2SC3C(=NN(c4ccccc4)C3c3ccc(Br)cc3)N2C1c1cc(OC)c(OC)c(OC)c1 (stereo not drawn)	94	92	75	94	93	106	93	98	72
COc1ccc(-c2nc3cc(Cl)c(Cl)cc3n2CC(=O)N=Nc2c(O)[nH]c3ccccc23)cc1	70	100	77	-22*	51	96	88	30	57
Cc1c(C)c(C)c(C(=O)c2ccccc2C(=O)NCCSC(C)(C)C)c(C)c1C	105	93	72	/	98	110	78	102	93
CC(=O)Nc1cc(F)ccc1F	107	100	93	126	105	95	98	109	94
NCCOc1ncccc1/C=C1\c2ccccc2-c2ccc([N+](=O)[O-])cc21	-23*	-86*	-99*	-89*	-89*	-75*	-20*	-46*	-39*
CC1=C/C(=C(\c2cc(C)c(O)c(C(=O)O)c2)c2c(Cl)cccc2Cl)C=C(C(=O)O)C1=O	98	102	68	120	93	108	98	104	88
S=c1c2c([nH]c3ccccc13)CCCC2	92	105	61	102	93	131	95	98	81
CC(=O)c1nc2ccccc2n1CC(=O)c1cccc(Cl)c1	48	36	28	2.0*	51	34	-16*	4.2*	5.8*
Cc1ccc(-c2nc(N3CCNCC3)c3oc(-c4ccccc4)nc3n2)cc1	-79*	-88*	-91*	-74*	-100*	-99*	-82*	-72*	41
COc1cc(CNC(=O)/C=C/C=C/c2ccc3c(c2)OCO3)ccc1OCc1cn(-c2ccccc2Cl)nn1	96	103	78	97	101	114	91	103	102
Cc1nc2ccccc2c(/C=C/c2ccc(F)cc2)c1C(=O)c1ccccc1	98	92	62	103	95	98	67	92	59

Further records
mol	NCI-H322M	786-0	UO-31	RXF 393	ACHN	TK-10	NCI-H522	NCI-H460	CAKI-1
CSC1=NC2C(N(C)C(=O)N2c2ccccc2)N1/N=C/C=C/c1ccccc1 (stereo not drawn)	93	105	74	85	97	101	82	100	86
OCc1nc2ccccc2[nH]1	102	101	83	100	93	93	89	108	86
Cc1c2c(cc[n+]1Cc1ccccc1)c1ccc(OCC3CCCCC3)cc1n2CC1CCCCC1	-83*	-91*	-93*	/	-100*	-94*	-84*	-93*	-93*
NC(=O)CCn1cc(-c2ccc3ncnc(Nc4cc(O)c(F)cc4F)c3c2)nn1	92	104	52	112	89	94	75	107	/
CC1CCN(C(=O)c2ccccc2)CC1	95	95	90	109	98	97	98	116	96
CCOC(=O)c1ccc2c(c1)[n+](=O)c(C(=O)c1ccc3ccccc3c1)c(C(F)(F)F)n2[O-]	67	-100*	-96*	-71*	-100*	-90*	-80*	-100*	-94*
Cn1c(N)c(C=O)c(=O)n(C)c1=O	78	97	81	101	109	/	81	107	95
O=C1c2cccc3cc([N+](=O)[O-])cc(c23)C(=O)N1CCN1CCCC1	24	-19*	-43*	-43*	-58*	-11*	-54*	-29*	-14*
COc1ccccc1/C=C1\Oc2ccc(O)c(-c3ccccc3)c2C1=O	99	91	85	119	95	99	88	94	80
CS(=O)(=O)Cc1cnc(C2OCCO2)s1	100	104	92	116	97	94	89	112	98
CC(=O)N1N=C(c2ccc(Br)cc2)CC1c1cn(-c2ccccc2)nc1-c1ccc(Cl)cc1 (stereo not drawn)	85	93	98	131	95	98	111	96	82
O=[N+]([O-])c1cccnc1Oc1cc(Cl)c(Cl)cc1Cl	96	107	114	89	99	111	86	110	98
C=CCn1c(SC/C(=N\O)c2ccccc2)nnc1-c1c[nH]c2ccccc12	100	95	79	105	96	112	96	97	93
CNC(=O)c1nc(Nc2ccc(NC(=O)Nc3cccc(OC)c3)cc2)c2ccccc2n1	96	93	68	87	98	101	90	97	84
C/C=C1/CN2CC[C@H]1C(=O)c1[nH]c3ccccc3c1C2	103	95	78	100	100	104	91	105	88
CCOC(=O)C(CCc1ccncc1)c1ccccc1 (stereo not drawn)	106	106	89	112	101	102	94	106	96
O=C(CC(=O)C(F)(F)C(F)(F)C(F)(F)F)c1csc2ccccc12	99	85	91	100	89	106	102	67	85
O=C(Nc1ccnc(F)c1)[C@H](O)[C@@H](O)C(=O)N1CCOCC1	107	108	89	109	109	90	91	101	96
CCOC(=O)c1c(C)nc2c(c1N)C(=O)C(=O)N2CCc1ccc(OC)c(OC)c1	109	83	57	84	74	71	32	88	60
C(=N\NC1=NCCN1)/c1cccs1	99	107	91	132	108	109	102	107	95
Cc1ccc(S(=O)(=O)O)c2ccccc12	145	100	108	107	104	99	106	100	91
COc1cc(/C=C/C(=O)NCCn2c(C)cc3ccccc32)cc(OC)c1OC	90	96	72	113	104	121	80	112	86
CCc1ccc(CCC(=O)Nc2ncc(Cc3cc(Cl)ccc3Cl)s2)o1	37	31	33	-33*	34	51	3.4*	10	24
O=C(Cn1cc(CSc2nnc3oc4ccccc4n23)nn1)Nc1cccc(Cl)c1	84	93	55	77	67	79	48	91	60

Sorted by heavy-atom count (smallest number first): part of the list above.
mol	NCI-H322M	786-0	UO-31	RXF 393	ACHN	TK-10	NCI-H522	NCI-H460	CAKI-1
Cc1ccc(S(=O)(=O)O)c2ccccc12	145	100	108	107	104	99	106	100	91
C/C=C1/CN2CC[C@H]1C(=O)c1[nH]c3ccccc3c1C2	103	95	78	100	100	104	91	105	88
O=C(CC(=O)C(F)(F)C(F)(F)C(F)(F)F)c1csc2ccccc12	99	85	91	100	89	106	102	67	85
CCc1ccc(CCC(=O)Nc2ncc(Cc3cc(Cl)ccc3Cl)s2)o1	37	31	33	-33*	34	51	3.4*	10	24
O=C(Cn1cc(CSc2nnc3oc4ccccc4n23)nn1)Nc1cccc(Cl)c1	84	93	55	77	67	79	48	91	60
CNC(=O)c1nc(Nc2ccc(NC(=O)Nc3cccc(OC)c3)cc2)c2ccccc2n1	96	93	68	87	98	101	90	97	84

Next results follow:
mol	NCI-H322M	786-0	UO-31	RXF 393	ACHN	TK-10	NCI-H522	NCI-H460	CAKI-1
OC(COc1ccc2c(c1)OCO2)CN1CCN(Cc2ccccc2)CC1 (stereo not drawn)	98	96	77	117	106	100	94	101	99
O=C(N/N=C/c1cccc(O)c1)c1ccccc1Nc1cccc(C(F)(F)F)c1	78	44	58	/	95	98	90	102	37
COc1ccc2c(c1)=C/C(=C/c1sc(Nc3ccc(S(N)(=O)=O)cc3)nc1O)C(=O)N=2	97	98	83	98	97	98	94	105	95
CCN1CCN(CCNc2nccc(-c3c(-c4cccc(O)c4)nc4sccn34)n2)S1(=O)=O	68&66	64&94	58&68	62&43	34&47	93	63&67	48&53	34&44
CCCCn1c(C)nc2cc(Nc3nc(N4CCCC4)nc4nc[nH]c34)ccc21	94	81	67	76	83	82	98	93	60
Fc1ccc2nc(Cl)c(Cn3nnc(Cc4ccccc4)n3)cc2c1	/	92	63	98	93	105	90	78	81
